# aSyn yeast rescue = qHTS of alpha-syn Inhibitors: NCGC Sytravon Library Screen. S. cerevisiae alpha-synuclein toxicity rescue, BacTiter-Glo growth, 24 h. actives 0.02% (n = 94,000). Potency, µM (top dose mostly 46.1 µM), inactives show at the highest dose growth rescue (activation), hits mostly activators; active means well fitted activation curve with a large enough effect; inconclusive means small, poorly fitted or top-dose-only effect; further: 0% is about no effect
#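 Growth restoration measured by BacTiter-Glo luminescence after 24 hr at 30 deg C; alpha-synuclein yeast, raffinose-pregrown to mid-log, were added at OD600=0.02 in galactose medium onto pinned compounds.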
# * = called active by the depositor; ? = inconclusive; & = joins results of further samples; [ ] = another dose, or the depositor's remark. Potency means the concentration at half of the fitted maximal effect. These rows are one share of the data. The share of hits here may be higher or lower than overall.
Molecule	aSyn yeast rescue
CCc1ccc(-n2c(=O)c3c4c(sc3n(CC(=O)N3CCCCC3CC)c2=O)CCC4)cc1 (configuration not stated)	4%
CCOc1ccc(NS(=O)(=O)c2ccc(Cl)c(N=Nc3c(O)[nH]c(=S)[nH]c3=O)c2)cc1Br	9%
COc1ccc(-c2nc(Cn3c(SCc4cccc(F)c4)nc4ccncc43)c(C)o2)cc1OC	-3%
CCN1C(=O)c2ccccc2Sc2ccc(NC(C)=O)cc21	-1%
O=C(Nc1ccccc1C(F)(F)F)c1cc(-c2ccco2)on1	-5%
COc1ccc(Cl)cc1N(C(=O)c1ccco1)C(C(=O)NC1CCCC1)c1ccco1 (configuration not stated)	4%
N#CCCN(C(=S)Nc1ccc(Cl)c(Cl)c1)C1CCCCC1	-8%
CCC(C)C(NC(=O)c1ccccc1)C(=O)N1CCN(C(=O)c2ccccc2)CC1 (configuration not stated)	0%
Cc1ccccc1NC(=O)CN1C(=O)N/C(=C\c2ccccc2OCc2ccc(C(=O)O)cc2)C1=O	-2%
Cc1ccc(S(=O)(=O)N2CCN(C(=O)COC(=O)CSc3ccc(C)c(C)c3)CC2)c(C)c1	13%
CC(C)c1ccc(C2Sc3ccccc3NC3=C2C(=O)c2ccccc23)cc1 (configuration not stated)	-22%
CCc1ccc(NC(=O)CSC2=Nc3ccccc3C3=NC(CCC(=O)NCc4ccccc4OC)C(=O)N23)cc1 (configuration not stated)	-6%
CS(=O)(=O)c1ccccc1C(=O)Nc1cc(Cl)ccc1-n1cncn1	0%
CCOc1nc(Nc2ccc([N+](=O)[O-])cc2)nc(NC(C)(C)C)n1	4%
CCOC(=O)c1c(NC(=O)c2cc(=O)c3c(C)cc(C)cc3o2)sc(C(C)=O)c1C	7%
COc1ccccc1N1CCN(C(=O)c2cnn(-c3ccc(F)cc3F)c2C2CCNCC2)CC1	-5%
Fc1cccc(NCc2cccn2-c2nnc(N3CCOCC3)s2)c1	?
COc1ccc(CNc2nc(-c3ccc(OC)cc3)cc(C(F)(F)F)n2)cc1	-7%
COc1ccc(C(=O)c2cn(CC(=O)Nc3ccc4c(c3)OCCO4)c3ccc(OC)cc3c2=O)cc1	6%
COc1ccc(CCNC(=O)c2cc(CC(C)C)on2)cc1OC	-5%
Cn1nc(C(=O)N2CCN(c3ccc(Cl)cc3)CC2)c2c1-c1ccccc1SC2	0%
Cc1ccc(N(C(=O)CNC(=O)c2ccco2)C(C(=O)NC2CCCCC2)c2ccncc2)cc1F (configuration not stated)	0%
COc1ccc(S(=O)(=O)N2CCCCCC2)cc1C(=O)N(CC(C)C)C1CCS(=O)(=O)C1 (configuration not stated)	4%
CCOc1ccc(-c2nnc(SCC(=O)NCCc3ccccc3)nc2-c2ccc(OCC)c(OC)c2)cc1OC	-4%
CCCc1nnc(NC(=O)CCC(=O)NCc2ccc(OC)cc2)s1	10%
Cc1ccc(CNC(=O)CN2NS(=O)(=O)c3ccccc3C2=O)cc1	-8%
COc1ccccc1NC(=O)c1c(NC(=O)c2ccccc2F)sc2c1CCC2	-2%
CCCOc1ccccc1-c1nc(SCC(=O)c2ccccc2)n[nH]1	-10%
CCOC(=O)c1cccc(NC(=O)CCc2nc3cccnc3n2-c2ccccc2)c1	-17%
CCOc1ccc(S(=O)(=O)N(CC(=O)Nc2cccnc2)c2ccccc2)cc1	14%
CSc1ncc(C(=O)N2CCN(c3cccc(Cl)c3)CC2)c(C)n1	-1%
CCCn1nc(NC(=O)c2cccc(Cl)c2)c2cc3cccc(C)c3nc21	4%
O=C(Nc1cccc(C(F)(F)F)c1)c1cc(-c2ccc(Cl)s2)nc2ccccc12	-3%
COc1cc(CO)cc(Br)c1OCC(=O)Nc1cccc2ccccc12	-5%
Cc1ccc(CN2C(=O)c3ccccc3Sc3ccc(C(=O)NC4CCCC4)cc32)cc1	5%
Cc1ccccc1C(=O)Nc1ccc(OCc2cc(=O)n3ccccc3n2)cc1	?
CCOc1cccc(-c2nc3ccccc3c(=O)o2)c1	-14%
COc1ccc(CC(=O)Nc2nc(-c3ccc(F)c(F)c3)cs2)cc1	-5%
Oc1ccc(N2CCN(c3nnnn3-c3ccccc3)CC2)cc1	3%
COc1ccc(CNc2nc(-c3ccco3)nn2C(=O)CC(C)C)cc1	-2%
O=C(COc1ccccc1Cl)NCCCNC(=O)c1cccnc1	8%
O=C(CCC1N=C2c3ccccc3N=C(SCC(=O)Nc3ccccc3F)N2C1=O)NCc1cccs1 (configuration not stated)	5%
COc1ccccc1NC(=O)c1oc2ccccc2c1C	-9%
CCOC(=O)N1CCc2c(sc3c2c(=O)n(Cc2ccccc2)c(=O)n3Cc2cccc(Cl)c2)C1	5%
O=C(O)c1ccc(NC(=O)c2cc(S(=O)(=O)N3CCCCC3)c(Cl)cc2Cl)cc1	-1%
OCc1ccccc1N=Cc1cccnc1	-8%
COc1cccc(Nc2nc(-c3ccccc3)c3cc(C)ccc3n2)c1	5%
CCOC(=O)C1CCCN(S(=O)(=O)c2cc(Br)cc3c2N(C(C)=O)CC3)C1 (configuration not stated)	-12%&1%
CCNC(=S)N1CCN(CCN=CC2=C(O)CC(C)(C)CC2=O)CC1	6%
Cc1cc(C)cc(NC(=O)Cn2cc(C(=O)c3ccncc3)c(=O)c3cc(C)c(C)cc32)c1	-12%

# Other entries follow:
mol | aSyn yeast rescue
COCC(=O)Nc1c(C(=O)Nc2ccc(C)cc2)oc2ccccc12 | -2%
Cc1cccc(NC(=O)c2ccc(CN3CCN(Cc4ccccc4)CC3)cc2)c1 | 1%
COc1ccc(NC(=O)CC2C(=O)N(C)C(=S)N2Cc2ccncc2)cc1 (configuration not stated) | -2%
NC(=O)C1CCN(C(=O)c2ccc3c(c2)N(Cc2cccc(Cl)c2)C(=O)c2ccccc2S3(=O)=O)CC1 | -4%
CC(C)(C)c1ccc(-c2n[nH]c(=S)n2Cc2ccccc2)cc1 | 3%
COc1ccc(C2=NC3(CCCCCC3)N(CC(=O)Nc3cccc(Cl)c3)C2=O)cc1 | -4%
CC(C)OCCCNC(=O)c1cn(C)c2ccc(S(=O)(=O)N3CCCCCC3)cc2c1=O | -4%
CC1=C(C(=O)Nc2ccccc2C)C(c2ccco2)n2ncnc2N1 (configuration not stated) | 0%
CCc1ccc(C(=O)c2cn(CC(=O)Nc3ccc4c(c3)OCO4)c3ccc(Cl)cc3c2=O)cc1 | -2%
O=C(COc1ccc(C(=O)NCC2CCCO2)cc1)Nc1cccc(C(F)(F)F)c1 (configuration not stated) | -8%
O=C(NC1CC1)c1ccc(CN(c2ccccc2)S(=O)(=O)c2ccccc2)cc1 | 6%
Cc1nc(-c2noc(-c3cccc(Cl)c3)n2)c(C(F)(F)F)o1 | 18%
COc1ccccc1CN(C)C(=O)CN1C(=O)c2ccccc2C1=O | 3%
CCC(CC)C(=O)NC1CC(=O)N(c2ccc3c(c2)OCCO3)C1 (configuration not stated) | -7%
CC(=O)NNC(=O)c1csc(Cc2c(Cl)sc3ccc(Cl)cc23)n1 | 11%
CN(Cc1ccc(Cl)cc1Cl)C(=O)Cc1ccc(S(=O)(=O)N2CCOCC2)s1 | 3%
C[C@H]1CN([C@@H](C)CO)C(=O)c2cc(Br)cnc2O[C@H]1CN(C)C(=O)Cc1ccccn1 | 3%
Cc1ccc(NC(=O)c2ccc(C(=O)c3ccccc3)cc2)nc1 | -9%
CC(C)c1ccc(NC(=O)C2CCN(C(=O)c3ccc(F)cc3)CC2)cc1 | 2%
O=C(NCC(c1ccc2c(c1)OCO2)N1CCN(c2ccccc2F)CC1)c1ccccc1F (configuration not stated) | -3%
Cc1n[nH]c(C)c1S(=O)(=O)N1CCCC(C(=O)Nc2ccc(Br)cc2)C1 (configuration not stated) | -6%
CCc1cccc(C)c1Nc1c(-c2ccc(N(C)C)cc2)nc2ncccn12 | 13%
CNC(=O)C[C@@H]1C(=O)N(c2ccc(Br)cc2)CC1(C)C | 3%
CCCn1c(=O)c(C(=O)Nc2ccccc2N)c(O)c2ccccc21 | -2%
CC(=O)c1ccc(OCC(=O)OCC(=O)c2ccc(S(=O)(=O)N3CCCCC3)cc2)cc1 | 0%
O=C(Cc1cccc(C(F)(F)F)c1)OCC(=O)N1CCN(S(=O)(=O)c2ccc(Cl)cc2)CC1 | 15%
O=C(COc1ccc(=O)n(-c2ccccc2)n1)Nc1ccccc1 | 5%
CCOC(=O)c1cccc(NC(=O)C(C)n2c(C)c3cnn(-c4ccccc4)c(=O)c3c2C)c1 (configuration not stated) | -2%
COc1cc2c(=O)c(C(=O)c3ccc(C)c(C)c3)cn(Cc3ccccc3)c2cc1OC | 7%
COc1ccc(C(O)Cn2ccsc2=NC(C)=O)cc1 (configuration not stated) | 5%
Cc1ccccc1NC(=O)c1cc(S(=O)(=O)N2CCOCC2)cn1C | 8%
COCCN(C(=O)CCC(=O)Nc1nccs1)C(C(=O)NC(C)(C)C)c1ccc(Cl)cc1 (configuration not stated) | -10%
Cc1cc(NC(=O)C2CCN(S(=O)(=O)c3c(C)noc3C)CC2)ccc1Br | -3%
O=S(=O)(c1cccc(Cl)c1)c1nnn2c1nc(NC1CCCCCC1)c1sccc12 | 8%
Cc1cc(OCC(=O)Nc2ccc(C(=O)OC3CCCCC3)cc2)cc(C)c1Cl | 9%
Cc1ccccc1CN1c2ccccc2-c2nc(SCC(=O)NCCc3ccccc3)ncc2S1(=O)=O | -1%
COc1cccc(NC(=O)CSc2nc(C)c(Cc3ccccc3)c(=O)[nH]2)c1 | 1%
O=C(N/N=C/c1ccc([N+](=O)[O-])o1)c1cn2ccc3ccccc3c2n1 | -5%
CCOc1ccccc1-c1nnc(SCc2ccc(Cl)cc2)o1 | 21%
O=C(COc1ccc(S(=O)(=O)N2CCCC2)cc1[N+](=O)[O-])N1CCCCC1 | -3%
CCC(C)NC(=O)c1ccc2c(c1)N=C(C)c1cc(C)ccc1S2 (configuration not stated) | -11%
CCOc1ccc2nc(N3CCC(C(=O)N4CCN(C5CCCCC5)CC4)CC3)sc2c1 | -45%[inhibitor]
O=C(CCC(=O)c1cccs1)NCc1cccc(C(F)(F)F)c1 | -2%
Cc1ccc(NC(=O)C(NS(=O)(=O)c2ccc3c(c2)CCC(=O)N3)c2ccccc2)cc1C (configuration not stated) | -5%
COc1ccc(-c2cc3nc(-c4ccccc4)cc(N4CCN(C(C)=O)CC4)n3n2)cc1 | 4%
COc1ccc(N2CCCn3c2nc2c3c(=O)n(Cc3ccc(C)cc3)c(=O)n2C)c(OC)c1 | -3%
CCN1CCN(c2ccc(S(=O)(=O)N3CCOCC3)cc2NC(=O)/C=C/c2ccc([N+](=O)[O-])cc2)CC1 | 7%
COc1ccccc1NC(=O)CNC(c1ccccc1)c1ccccc1 | 8%

# Looked up above:
# aSyn yeast rescue, `O=C(N/N=C/c1ccc([N+](=O)[O-])o1)c1cn2ccc3ccccc3c2n1` stands at -5%
# aSyn yeast rescue, `COc1ccc(-c2cc3nc(-c4ccccc4)cc(N4CCN(C(C)=O)CC4)n3n2)cc1` stands at 4%
# aSyn yeast rescue, `O=C(COc1ccc(S(=O)(=O)N2CCCC2)cc1[N+](=O)[O-])N1CCCCC1` stands at -3%
# aSyn yeast rescue, `CCOc1ccc2nc(N3CCC(C(=O)N4CCN(C5CCCCC5)CC4)CC3)sc2c1` stands at -45%[inhibitor]
# aSyn yeast rescue, `CCOc1ccccc1-c1nnc(SCc2ccc(Cl)cc2)o1` stands at 21%

# The list goes on.
mol | aSyn yeast rescue
CC(=O)N1CCc2c(sc3c2c(=O)n(-c2ccccc2C)c(=O)n3CC(=O)Nc2ccccc2)C1 | 3%
O=C(CCCSc1ccccc1)Nc1cccc(CO)c1 | 2%
COc1cccc(C2CC(=O)Nc3c2c(=O)[nH]c2ncnn32)c1 (configuration not stated) | 1%
COCCn1c(SCC(=O)Nc2ccccc2F)nnc1-c1ccoc1C | 7%
CC(=O)c1ccc(NC(=S)Nc2ccc3cn[nH]c3c2)cc1 | ?
Cn1c(=S)c2[nH]c(SCCN3CCCC3)nc2n(C)c1=O | -19%
CCOc1ccc(CC(=NCCc2ccccc2)C2=C(O)CC(C)(C)CC2=O)cc1OCC | 10%
S=C1NCN(Cc2ccccc2)CN1C1CCCCC1 | 12%
CCCn1c(N)c(N(CCOC)C(=O)c2ccc(Cl)c([N+](=O)[O-])c2)c(=O)[nH]c1=O | 5%
COc1ccc(N(CC(=O)NC2CCCC2)C(=O)c2ccc(C)s2)c(OC)c1 | -3%
Cc1ccc(C)c(N2CCN(C(=O)Cn3nc(Cc4cccnc4)c4ccccc4c3=O)CC2)c1 | 5%
CCCCOc1cccc(NC(=O)c2cccc(C(=O)Nc3cccc(OCCCC)c3)c2)c1 | -5%
COCCNC(=O)c1cc(C)ccc1C | -8%
CCN(C1CCCCC1)S(=O)(=O)c1ccc(S(=O)(=O)N2CCN(CCC#N)CC2)cc1 | 13%
CC(=O)NC(=S)Nc1ccc2oc(-c3cc(F)c(F)cc3Cl)nc2c1 | 4%
C/C(=N\Nc1nc2ccccc2c(=O)n1O)c1ccco1 | -11%
COc1ccc(C)cc1NC(=O)NCc1ccco1 | 3%
Cc1cc(C)n(-c2ccc(C(F)(F)F)cc2[N+](=O)[O-])n1 | -4%
c1cc(SSc2ccncc2)ccn1 | -21%
Fc1ccccc1N1CCN(c2nc3ccccc3c3nc(-c4ccccc4)nn23)CC1 | 4%
Clc1ccc(-c2nnc(COc3ncnc4sccc34)o2)cc1 | 5%
COc1ccc(NCc2cc3cc4c(cc3n(CC(=O)Nc3ccccc3)c2=O)OCO4)cc1 | -9%

# Part of the list above, reformatted.
molecule: COc1ccc(C)cc1NC(=O)NCc1ccco1
- aSyn yeast rescue = 3%
molecule: Cc1cc(C)n(-c2ccc(C(F)(F)F)cc2[N+](=O)[O-])n1
- aSyn yeast rescue = -4%
molecule: c1cc(SSc2ccncc2)ccn1
- aSyn yeast rescue = -21%
molecule: Fc1ccccc1N1CCN(c2nc3ccccc3c3nc(-c4ccccc4)nn23)CC1
- aSyn yeast rescue = 4%

# High-throughput results (PubChem)
